# Screens (PubChem BioAssay)
# ERp5 inh: inhibitors of ERp5-driven insulin aggregation, primary screen, biochemical, turbidity, absorbance 650 nm, single point | Protein disulfide-isomerase A6 (Homo sapiens), Q15084 | 90 min | inhibition, % at 9.99 µM | 350,000 compounds, 0.05% hits | AID 651711, 2012;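 active = mean replicate inhibition above about 25%, with every replicate also reaching it, limit read from the data, passing the limit was not always enough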
# Target sequence (Q15084 whole entry, looked up): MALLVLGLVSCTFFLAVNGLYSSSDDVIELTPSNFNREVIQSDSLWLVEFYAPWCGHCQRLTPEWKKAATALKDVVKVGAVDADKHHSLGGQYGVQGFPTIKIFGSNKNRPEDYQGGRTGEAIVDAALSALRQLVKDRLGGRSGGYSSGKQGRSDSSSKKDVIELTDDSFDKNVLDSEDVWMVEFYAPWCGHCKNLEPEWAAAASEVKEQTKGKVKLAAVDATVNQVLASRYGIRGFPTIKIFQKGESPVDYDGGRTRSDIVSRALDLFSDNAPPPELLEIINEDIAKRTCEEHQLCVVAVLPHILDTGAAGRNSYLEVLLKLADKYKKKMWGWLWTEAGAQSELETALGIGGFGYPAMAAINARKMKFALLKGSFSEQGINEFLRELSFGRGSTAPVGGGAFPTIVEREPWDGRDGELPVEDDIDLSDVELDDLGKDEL
# C2C12 statin: suppressors of statin myotoxicity in C2C12 myotubes, primary screen, cell-based, single point, plate reader; C2C12 myotubes + simvastatin, ATP luminescence, 48 h; scaled: DMSO 0, geranylgeraniol control 100; rescue of ATP level, % at 7.49 µM; 330,000 compounds, 0.78% hits;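 active = mean ATP rescue above about 67%, or every replicate alone reaching that limit, limit read from the data, passing the limit was not always enough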;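 note: myotubes were challenged with 10 µM simvastatin during compound exposure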
# miR-122 sensor: miR-122 Renilla sensor signal increase in Huh7, primary screen, miR-122 inhibitor project, cell-based, single point, plate reader; Huh7 miR-122 Renilla luciferase sensor, 48 h; neutral wells = 0, positive control = 100; activation (reporter increase), % at 12.5 µM; 340,000 compounds, 0.3% hits;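 active = mean replicate activation score at least 90 and every replicate individually at or above 90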;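 note: higher luciferase means less miR-122 activity so hits act as miR-122 inhibitors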
# SIRT5 block: SIRT5 desuccinylase inhibitors, primary screen, biochemical, fluorescence imaging, single point, set 5. NAD-dependent protein deacylase sirtuin-5, mitochondrial (Homo sapiens), Q9NXA8. Purified SirT5, succinyl-peptide AMC, trypsin-coupled fluorescence. inhibition, % at 15 µM. 330,000 compounds, 1.1% hits; in the data active = inhibition above about 15%
# Target sequence (Q9NXA8 whole entry, looked up): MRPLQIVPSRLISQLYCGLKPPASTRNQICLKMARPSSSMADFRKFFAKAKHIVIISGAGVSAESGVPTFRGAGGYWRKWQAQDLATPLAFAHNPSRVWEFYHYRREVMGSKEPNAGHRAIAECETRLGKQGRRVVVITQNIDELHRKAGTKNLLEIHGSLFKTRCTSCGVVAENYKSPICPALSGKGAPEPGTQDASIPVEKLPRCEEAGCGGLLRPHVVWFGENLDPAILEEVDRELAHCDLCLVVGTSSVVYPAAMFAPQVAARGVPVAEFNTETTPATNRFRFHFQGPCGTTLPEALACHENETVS
# Cneo AK release: Cryptococcus neoformans cell lysis inducers, primary screen, AK release luminescence, single concentration | C. neoformans lysis, adenylate kinase release luminescence, 4 h; normalised: neutral wells 0, clomiphene wells 100 | lysis activity, % at 15 µM | 360,000 compounds, 0.2% hits;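 active = mean lysis activity across replicates of at least 80%, whatever share of replicates individually reach that level; inactive = mean lysis activity below 80%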
#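 Schedule: static 4 h at 37 °C with compound, 1 h detection; system: C. neoformans cells; benchmarks: Clomiphene as positive control; buffer or medium: fresh YPD medium; measure: luminescence rise reflecting yeast cell lysis; measured by: luminescent adenylate kinase detection reagent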
# ARNT TACC3 PPI: disruptors of ARNT/TACC3 protein interaction, primary screen, biochemical, AlphaScreen, single concentration; Transforming acidic coiled-coil-containing protein 3 (Homo sapiens), Q9Y6A5; AlphaScreen His-ARNT PAS-B/GST-TACC3 binding, luminescence; TACC3 fragment carries E629A point mutation; inhibition, % at 9.99 µM; 390,000 compounds, 0.66% hits; AID 623870, 2012;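 active = mean inhibition of replicates at least 50% and at least half of replicates each reaching 50%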;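 note: 0% = complete ARNT plus TACC3 wells and 100% = ARNT alone without TACC3; many hits fall short of the cut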
# esBAF inh: Bmi1 luciferase reporter increase in mESCs, primary screen, esBAF inhibitor project, mouse ES cells, Bmi1 luciferase knock-in, single point; 24 h; 100% = twice the neutral-well signal; reporter increase, % at 12.5 µM; 350,000 compounds, 2% hits; in the data active = activation above about 40%;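 note: 0% = median of the plate's neutral control wells and 100% = double that signal; a rise in the Bmi1 reporter signal indicates esBAF inhibition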
# Active calls of the source: *; . = no result given; [ ] = remark or other dose. Not a hit list. About 4% of those tested had a hit in this group.
SMILES,ERp5 inh,C2C12 statin,miR-122 sensor,SIRT5 block,Cneo AK release,ARNT TACC3 PPI,esBAF inh
Cc1noc(C)c1S(=O)(=O)Nc1ccc2c(c1)C(=O)N([C@H](C)CO)C[C@@H](C)[C@H](CN(C)S(=O)(=O)c1cn(C)cn1)O2,-1,-5,2[16.7 µM],0,47,.,1
O=C(CN1CCCCC1)N1CCN(c2ccccc2)CC1,5,-8,-1,2,2,2,-5
O=C(c1ccc(S(=O)(=O)N2CCCCCC2)cc1)N1CCN(c2ccccn2)CC1,.,-13,-8,.,-1,-2,-5
COCC(=O)Nc1ccc2c(c1)OC[C@@H](C)N(Cc1ccccc1OC)C[C@@H](C)[C@@H](OC)CN(C)C2=O,.,-7,-11[16.7 µM],.,.,.,-4
CN1CCN(C(=O)C[C@@H]2CC[C@H](NS(=O)(=O)c3cccc(F)c3)[C@H](CO)O2)CC1,1,-2,.,6,7,.,-1
CC(C#N)(NC(=O)CN1CCN(S(=O)(=O)c2ccccc2Cl)CC1)C1CC1 (stereo unspecified),0,-4,.,-6,0,-6,6
COc1ccccc1S(=O)(=O)N[C@@H]1CC[C@@H](CC(=O)N2CCOCC2)O[C@H]1CO,4,-1,.,-2,-2,.,-1
CC(C)(C)OC(=O)N1CCC(c2c(C(=O)O)cnn2-c2ccccc2Cl)CC1,.,.,7,.,0,-2,14
CCC[C@@H](CN[C@@H](CNC)C(C)C)NCCCCc1ccccc1,-3,-72,-9,.,1,6,-17
Cc1c(Cl)c(=O)oc2cc(OCC(=O)N3CCCC(C)C3)ccc12 (stereo unspecified),9,-8,-7,-11,5,-13,-1
COc1ccc(-n2c(SCC(N)=O)nnc2-c2ccco2)cc1,10,11,-1,-1,-1,-5,-1
O=S(=O)(Cc1cccc(F)c1)c1c[nH]c2ccccc12,1,9,3,-6,6,.,9
COc1cccc(C(=O)O[C@H]2[C@H](Cc3ccccc3)NS(=O)(=O)[C@H]3C[C@@H]4C=C[C@]23O4)c1,-7,5,5,.,4,10,1
Cc1noc(C)c1S(=O)(=O)N(C)C[C@@H]1OCc2ccccc2-c2c(n(C)c3ccccc23)C(=O)N([C@@H](C)CO)C[C@@H]1C,-4,11,.,-2,-3,11,2
CCOC(=O)c1cn(CC(=O)Nc2cccc(Cl)c2C)nn1,.,8,-4,.,-2,-5,-1
C[C@@H]1CN([C@@H](C)CO)C(=O)c2cccc(NS(=O)(=O)c3ccc(F)cc3)c2O[C@H]1CN(C)S(=O)(=O)c1cn(C)cn1,-1,-2,5[16.7 µM],7,-1,-10,-1
COC(=O)c1ccc(Sc2nnnn2-c2ccccc2)c([N+](=O)[O-])c1,.,3,-8,.,2,-7,46*
COc1cccc(NC(=O)Cn2c3ccccc3c3nc4n(c(=O)c32)CCS4)c1,-3,.,.,4,.,-2,.
CNC(=O)c1ccc(NC(=O)CCc2c(C)noc2C)cc1,0,-5,-3,-2,0,1,-3
CCCCN(C(=O)Cc1coc2cc(C)c(C)cc12)c1c(N)n(Cc2ccccc2)c(=O)[nH]c1=O,-2,-16,.,-3,1,4,1
COc1ccc(NC2=C(Cl)C(=O)N(CCc3ccccc3)C2=O)c(OC)c1,.,.,-4,.,-1,5,.
O=C(OCCN1C(=O)c2ccccc2C1=O)c1cccs1,.,-1,.,.,-5,5,9
O=C(Nc1cccc(F)c1)NC1CCCCCCC1,0,-18,10,1,-2,.,59*
Cc1ccccc1OCCOC(=O)c1c(-c2ccccc2)noc1C,1,.,9,2,0,-14,.
O=C(Cn1nnc(-c2ccncc2)n1)N1CCc2ccccc21,-5,5,-1,1,2,-3,-4
COc1cccc(C2CNC3(CCCC(C)C3)c3[nH]c4ccccc4c32)c1OC (stereo unspecified),0,-21,-5,-3,4,15,-3
Cc1cccc(NC(=O)CNC(=O)CSc2nc(N)cc(N)n2)c1C,-10,7,-10,7,2,-2,5
COc1ccc(C(=O)N[C@H](C(=O)NCc2ccccc2)C(C)C)cc1,-3,-1,1,-16,-1,2,0
CCCCn1c(N)c(N(CC(C)C)C(=O)CN2C(=O)c3ccccc3C2=O)c(=O)[nH]c1=O,6,.,.,-4,.,-15,.
CC1=C(C)CC(C(=O)Nc2nc(C)cs2)C(C(=O)O)C1 (stereo unspecified),1,7,-2,7,7,-3,-12

# Complete entries, quoted from the list. Order of screens: ERp5 inh	C2C12 statin	miR-122 sensor	SIRT5 block	Cneo AK release	ARNT TACC3 PPI	esBAF inh
# Record of O=C(OCCN1C(=O)c2ccccc2C1=O)c1cccs1 = .	-1	.	.	-5	5	9
# Record of CNC(=O)c1ccc(NC(=O)CCc2c(C)noc2C)cc1 = 0	-5	-3	-2	0	1	-3
# Record of Cc1ccccc1OCCOC(=O)c1c(-c2ccccc2)noc1C = 1	.	9	2	0	-14	.

# Other structures:
SMILES,ERp5 inh,C2C12 statin,miR-122 sensor,SIRT5 block,Cneo AK release,ARNT TACC3 PPI,esBAF inh
Clc1ccc(-n2nnnc2-c2cnc(-c3ccccn3)nc2-c2cccs2)cc1,.,-5,-4,.,0,17,1
CCNS(=O)(=O)c1ccc(NC(=O)Nc2ccc3c(c2)OCO3)cc1,2,-19,.,-1,-19,5,18
NC(=O)CN(Cc1ccccc1)S(=O)(=O)c1ccc2c(c1)OCCO2,0,15,2,0,67,-7,-5
Cc1cc(C(=O)O/N=C(\N)c2ccncc2)ccc1[N+](=O)[O-],21,.,.,-3,.,3,.
CCN(CC(=O)NC(C)(C)C)C(=O)C(c1ccccc1)c1ccccc1,6,.,-8,0,.,1,.
O=C(C1=NN[C@@H]2C(=O)N(Cc3ccccc3)C(=O)[C@H]12)c1ccc(F)cc1,5,.,-3,0,2,.,.
COc1ccc(C(=O)NNC(=O)CSc2nnnn2-c2cc(OC)cc(OC)c2)cc1,0,-2,.,-4,6,23,-1
O=C(O)c1cc(N/N=C/c2ccc3c(c2)OCCO3)ccc1Cl,5,.,.,-1,.,4,.
CCC(C)c1ccc(NC(=S)NCCn2cc(Br)cn2)cc1 (stereo unspecified),2,-48,7,3,18,-1,-8
O=C(C[C@H]1CC[C@@H](NS(=O)(=O)c2ccc(F)cc2)[C@@H](CO)O1)NCc1ccncn1,2,-5,.,-5,-5,-8,-7
Cc1ccc(S(=O)(=O)N2C[C@H](O)COC[C@@H]3O[C@H](CC(=O)NCCN4CCCCC4)CC[C@H]32)cc1,1,-1,7[16.7 µM],1,44,3,-3
Cc1ccccc1CS(=O)(=O)c1cn(CC(=O)N2CCOCC2)c2ccccc12,6,-2,-1,-3,-1,-4,3
O=C(NCCC1CCCCN1S(=O)(=O)c1ccccc1)C(=O)NCc1ccco1 (stereo unspecified),5,2,-2,-4,4,6,2
Cc1ccccc1-c1nnn(CC(=O)N2CCN(S(=O)(=O)c3ccc(Cl)cc3)CC2)n1,.,26,4,.,0,-11,-7
COc1cccc(-c2ccc([C@H]3[C@@H](CO)N4CCCCN(S(=O)(=O)c5cccs5)C[C@@H]34)cc2)c1,-7,10,8[16.7 µM],1,-8,-6,3

# Quoted from the entries so far, four compounds:
SMILES,ERp5 inh,C2C12 statin,miR-122 sensor,SIRT5 block,Cneo AK release,ARNT TACC3 PPI,esBAF inh
Clc1ccc(-n2nnnc2-c2cnc(-c3ccccn3)nc2-c2cccs2)cc1,.,-5,-4,.,0,17,1
CCNS(=O)(=O)c1ccc(NC(=O)Nc2ccc3c(c2)OCO3)cc1,2,-19,.,-1,-19,5,18
NC(=O)CN(Cc1ccccc1)S(=O)(=O)c1ccc2c(c1)OCCO2,0,15,2,0,67,-7,-5
Cc1cc(C(=O)O/N=C(\N)c2ccncc2)ccc1[N+](=O)[O-],21,.,.,-3,.,3,.

# (continued)
SMILES,ERp5 inh,C2C12 statin,miR-122 sensor,SIRT5 block,Cneo AK release,ARNT TACC3 PPI,esBAF inh
O=C(CSc1nccn1Cc1ccccc1)Nc1ccccc1,-6,2,2,1,26,14,15
CC(C)C(NC(=O)c1ccccc1)C(=O)OCC(=O)N1CCCC1 (stereo unspecified),.,22,8,-4,-1,23,-7
CCn1c(C(C)NC(=O)c2ccccc2C)n[nH]c1=S (stereo unspecified),-1,16,-8,0,-1,0,7
O=C(NC1CCCCC1)c1cccc2c1C(=O)c1ccc(N3CCCC3)cc1S2(=O)=O,-1,-10,-5,.,-2,-5,14
CC(Oc1cccc(Cl)c1)C(=O)Nc1cc(Cl)ccc1N1CCOCC1 (stereo unspecified),13,0,0,-5,-1,-7,-5
COc1cc(NC(=O)CCCC(=O)OCC(F)(F)C(F)F)nc(OC)n1,.,-5,-2,.,-1,1,4
Cc1ccc(CCC(=O)Nc2ccc(Cl)cc2Cl)o1,-2,3,-2,.,-1,.,20
C/C=C/c1ccc2c(c1)O[C@@H](CN(C)Cc1ccc(F)cc1)[C@H](C)CN([C@@H](C)CO)S2(=O)=O,8,-54,-4[16.7 µM],9,-1,10,1
O=C(COC(=O)/C=C/c1ccc(F)cc1)NCC1CCCO1 (stereo unspecified),0,0,-9,1,1,.,-8
Nn1c(SCC(=O)Nc2nccs2)nnc1-c1ccco1,4,-16,3,0,-1,0,-2
COc1ccc(CCNc2nc(-c3sc(C)nc3C)cs2)cc1OC,.,-6,6,.,-2,-4,2
O=C(CNC(=O)c1ccc(Cl)cc1)N/N=C/c1cccnc1,-1,5,-7,-3,-3,-19,6
CC(=O)Nc1nc2n(n1)C(c1ccccc1)C=C(c1ccccc1)N2 (stereo unspecified),.,-4,-4,.,1,33,-2
COc1ccc(/C=C/C(=O)OCC(=O)c2ccc[nH]2)cc1,-15,5,.,0,-2,.,20
CSc1ccccc1-n1nnnc1SCC(=O)NCc1cccs1,.,-6,1,.,1,-18,5
CC(C)NC(=O)N(C)C[C@@H]1OCCCC[C@H](C)Oc2ccc(N(C)C)cc2C(=O)N([C@@H](C)CO)C[C@H]1C,3,.,2[16.7 µM],3,0,1,.
COc1ccc(C(=O)NCc2cnn(C)c2)cc1OC1CCN(C(C)C)CC1,3,4,2,1,8,14,-9
CC(C)CN(C(=O)C(C)N1C(=O)c2ccccc2C1=O)c1c(N)n(Cc2ccccc2)c(=O)[nH]c1=O (stereo unspecified),1,-6,-5,0,-1,.,-2
O=C(N/N=C\c1cc2c(cc1Cl)OCO2)c1cccs1,0,-7,3,-5,2,-2,53*
O=C(CN1C(=O)C2C3C=CC(C3)C2C1=O)Nc1ccc(S(=O)(=O)Nc2nccs2)cc1 (stereo unspecified),0,.,.,-1,.,-1,.
COc1ccccc1C1NC(=O)c2ccccc2O1 (stereo unspecified),2,-12,.,-7,2,4,1
COc1ccc(-c2nnc(SCC(=O)Oc3ccc(C)cc3)o2)cc1,.,14,-9,.,1,0,-15
COc1cccc(CN2[C@H](CO)[C@@H]3c4ccccc4N(C(=O)c4cccnc4)C[C@@H]32)c1,-3,3,-10[16.7 µM],11,1,.,-2
CCOc1ccccc1C=NNC(=O)CCCCC(=O)NN=Cc1ccccc1OCC,0,11,-16,-2,.,.,3
Cc1c(C(=O)N2CCN(c3ccccc3)CC2)sc2ncnc(N3CCN(c4ccccn4)CC3)c12,1,-38,.,-1,-2,5,-10
Cc1ccc(C(=O)Cn2c(=N)n(CCN3CCOCC3)c3ccccc32)cc1,-2,4,-3,-5,4,8,10
COc1ccc(CN2CCc3ccc(NC(=O)c4ccncc4)cc3C2)c(F)c1,9,-1,-4,1,3,-3,3
C[C@@H]1CN([C@H](C)CO)S(=O)(=O)c2ccc(C#CC3CCCC3)cc2O[C@@H]1CN(C)Cc1ccccc1C(=O)O,1,10,60[16.7 µM],3,2,.,-4
Fc1ccc(-c2nnc(Cc3nnc(-c4ccc(F)cc4)o3)o2)cc1,.,2,-5,.,.,-1,-9
COc1cccc(NC(=O)CN(C)C(=O)CC2CCCC2)c1,20,14,2,-5,0,1,-2
CCC(C)/C(C)=N/NC(=O)C1COc2ccccc2O1 (stereo unspecified),2,.,.,2,.,2,.
